Screening results deposited in PubChem BioAssay by National Center for Advancing Translational Sciences (NCATS).
Tb PYK inh = blocks Trypanosoma brucei pyruvate kinase | Q57TT1 | TbPYK enzyme, Kinase-Glo Plus ATP luminescence, 45 min | Potency, µM (series often up to 76.8 µM), for inactives: top-dose activity, negative = inhibition, usual class: inhibitors | 0.12% of 410,000 active; further: nearly all actives have a fitted effect of over 50% in size
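Activity of T. brucei pyruvate kinase was followed by Kinase-Glo Plus luminescence after the enzyme reacted 45 min at room temperature with 130 uM ADP (final) and substrate. Test compounds were added before ADP at multiple concentrations.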
HCV inh = blocks hepatitis C virus. 3.4% of 340,000 active. Potency, µM (highest dose often 41.8 µM), inactives show at the top dose activity change, negative = inhibition, usual class: inhibitors. AID 651820. Huh7.5.1 HCVcc-Cre infection, luciferase reporter, 44 h
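A cell-based infection assay in which seeded cells (1,000 per well) receive test compound after 4 h, are inoculated with HCVcc-Cre at approximately 0.5 moi, and are incubated 44 h before luminescence detection.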
LmPK inh = inhibitors of Leishmania mexicana pyruvate kinase. purified LmPK, Kinase-Glo ATP luminescence, 1 h. 0.37% of 290,000 active. Potency, µM (highest dose often 57.5 µM), without a hit: at the top dose activity change, negative = inhibition, usual class: inhibitors. AID 1721
Target sequence (Q27686 whole entry, looked up): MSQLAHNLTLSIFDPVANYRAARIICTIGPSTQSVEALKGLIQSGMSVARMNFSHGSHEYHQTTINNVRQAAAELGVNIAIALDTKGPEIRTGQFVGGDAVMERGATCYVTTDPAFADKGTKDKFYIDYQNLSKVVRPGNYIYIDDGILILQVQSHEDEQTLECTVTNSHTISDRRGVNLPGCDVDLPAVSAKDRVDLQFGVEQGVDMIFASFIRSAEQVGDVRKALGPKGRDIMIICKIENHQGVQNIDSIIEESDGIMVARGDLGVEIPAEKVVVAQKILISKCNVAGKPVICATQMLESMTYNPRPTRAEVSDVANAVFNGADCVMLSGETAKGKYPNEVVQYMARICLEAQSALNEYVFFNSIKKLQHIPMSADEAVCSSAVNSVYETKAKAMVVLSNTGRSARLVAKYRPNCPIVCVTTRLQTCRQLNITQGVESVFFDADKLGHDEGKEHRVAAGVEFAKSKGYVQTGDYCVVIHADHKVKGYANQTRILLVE
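ATP generated from ADP (0.1 mM) and PEP (0.5 mM) by 0.1 nM LmPK over 1 h at room temperature (pH 7.2 imidazole buffer) was detected by coupled luciferase luminescence. Values were normalized to uninhibited and no-enzyme wells.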
Pf growth 48h = P. falciparum growth inhibition at 48 hours (one generation); P. falciparum luciferase growth in erythrocytes, 48 h; Potency, µM (series often up to 28.7 µM), for the others: at the top dose activity change, negative = inhibition, most hits filed as inhibitors; 5.9% of 310,000 active
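Read-out is firefly luciferase luminescence from an integrated reporter in P. falciparum, so falling signal marks reduced parasite growth. Infected erythrocytes were at 2% hematocrit and 0.1% parasitemia (final) in Albumax-supplemented RPMI 1640.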
Pf growth 96h = inhibits malaria parasite growth, 96 h; P. falciparum luciferase reporter growth, 96 h; Potency, µM (highest dose often 28.7 µM), for the others: top-dose activity change, negative = inhibition, most hits filed as inhibitors; 6.9% of 320,000 active
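Readout is luminescence from an integrated firefly luciferase in P. falciparum. Red cells, 2% hematocrit and 0.05% parasitemia final, were cultured with compound through two parasite generations (96 hours) at 37 C, 5% CO2.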
Sm TGR inh = inhibitors of Schistosoma mansoni thioredoxin glutathione reductase. Q962Y6. purified TGR, DTNB reduction, TNB absorbance 405 nm. Potency, µM (titrated, usually from 114 µM), inactives show top-dose activity change, negative = inhibition, usual class: inhibitors. 3% of 360,000 active. AID 485364; further: nearly all actives have a fitted effect of over 60% in size
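Kinetic colorimetric format: TGR-catalysed, NADPH-driven DTNB reduction monitored via TNB absorbance. Enzyme dispensed at 20 nM; compound exposure 15 min at room temperature before reaction start.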
An asterisk follows results filed as active; i = inactive; ? = inconclusive; . = no result given; & = joins results of further samples; [ ] = another dose, or the depositor's remark. The call rests on the fitted dose curve; in most records, active means well fitted curve in the direction sought with a large enough effect; inconclusive means small, poorly fitted or top-dose-only effect, or another doubt; inactive means no such curve, though single readings can be large; an effect the other way counts as inactive or inconclusive. On the % scale 0 is the no-effect control and ±100 the full control effect; potency means the concentration at half of the fitted maximal effect. Compounds as they come; any-hit rate near 16%.

Fields – Tb PYK inh	HCV inh	LmPK inh	Pf growth 48h	Pf growth 96h	Sm TGR inh
CCc1nc(NCCN2CCOCC2)c2oc3ccccc3c2n1
  -2%	5%	-2%	.	?	0%
Cc1ccc(OC(=O)c2ccc(C)c([N+](=O)[O-])c2)cn1
  -1%	12%	2%	-4%	17%	7%
CS(=O)(=O)N(CC(=O)NCCSCc1ccccc1Cl)c1ccccc1F
  7%	0%	0%	27%	5%	-23%
O=C(Cn1cnc2sc3c(c2c1=O)CCCC3)NCCC(=O)N1CCC2(CC1)OCCO2
  1%	5%	-3%	6%	2%	3%
COc1cccc(-c2noc(-c3ccc4c(c3)OCO4)n2)c1
  -27%	-19%	-20%	i	49%[activator]	0%
COc1ccccc1C1CC(=O)NC(C)=C1C(=O)OC(C)C (stereo unspecified)
  -2%	-3%	3%	4%	24%	4%
CCN(C(=O)c1ccc2c(SCC(=O)O)c3c(nc2c1)CCC3)c1cc(Cl)ccc1OC
  0%	18%	4%	?	58%[activator]	4%
CCCC(=O)NC(=S)NNC(=O)c1ccc([N+](=O)[O-])cc1
  -24%	-5%	-14%	?	3%	-20%
COC(=O)c1sccc1NC(=O)c1ccc(Br)s1
  -6%	-15%	-1%	.	38%[activator]	-20%
O=C(Oc1ccc(Br)cc1)c1cccc(S(=O)(=O)N2CCOCC2)c1
  -6%	?	5%	2%	239%[activator]	9%
COc1cc(C(=O)OCC(=O)Nc2ccc(N3CCOCC3)cc2)ccc1OCC(C)C
  0%	-1%	.	-16%	6%	50µM*
O=C1c2ccccc2-c2n[nH]c3cccc1c23
  -9%&2%	?	.	-4%	?	.
Cn1cc(CN(CCO)Cc2cccs2)c(-c2cccc(Cl)c2)n1
  -2%	14%	-2%	35%[activator]	?	1%
CCOC(=O)N1CCN(c2c(NCCCN3CCCCCC3)c(=O)c2=O)CC1
  1%	8%	3%	.	10µM*	0%
CNC(=O)c1ccccc1-c1cn(C)c2ccccc2c1=O
  2%	25%	-3%	i	0%	2%
N#Cc1c(NC(=O)C2CC(c3ccccc3O)=NO2)sc2c1CCC2 (stereo unspecified)
  -24%	-3%	3%	43%[activator]	-24%	-11%
Cc1ccc(NC(=O)NC2CC(=O)N(c3ccc4c(c3)OCCO4)C2)cc1F (stereo unspecified)
  -2%	-1%	.	-2%	?	-27%
c1ccc(C(c2nnnn2C2CCCC2)N2CCN(c3nc4ccccc4s3)CC2)cc1 (stereo unspecified)
  1%	-2%	-1%	8%	?	36%[activator]
CC(Oc1ccccc1)C(=O)Nc1cccc(NC(=O)c2ccco2)c1 (stereo unspecified)
  9%	?	0%	-9%	1%	47%[activator]
CCCCOc1ccc(NC(=O)CSCC(=O)OCC)cc1
  5%	20%	0%	13%	27%	0%
CCOC(=O)N1CCN(S(=O)(=O)c2ccc3[nH]c(=O)oc3c2)CC1
  1%	16%	2%	-3%	-2%	4%
O=C(CSc1ccc(F)cc1)NCCSc1ccccc1
  -10%	14%	-3%	52%[activator]	-14%	-9%
O=C(NN=C1CCCC1)c1cccs1
  -6%	12%	0%	26%	95%[activator]	12%
Cc1ccc(C)c(-n2c(SCC(=O)NC(C(=O)O)C(C)C)nnc2-c2cccc(Cl)c2)c1 (stereo unspecified)
  4%	-5%	3%	?	?	1%
Cc1nc2ccc(NC(=S)N3CCCC3)cc2nc1C
  -6%	-22%	0%	26%	?	-2%
CCc1cccc(CC)c1NC(=O)CNCc1cccs1
  2%	23%	-3%	-2%	6%	-7%
O=c1c2c(-c3ccccc3)ccnc2[nH]n1-c1ccccc1
  -2%&0%	-14%	-5%	50%[activator]	?	?
C/C(=N\OCC(=O)Nn1c(C)nc2ccccc2c1=O)c1ccccc1
  -8%	14%	-6%	-14%	?	-25%
COc1ccc(/C=C(\NC(=O)c2ccccc2)C(=O)N2CCCCC2)cc1OC
  1%	?	-6%	4%	15%	9%
O=S(=O)(c1ccccc1F)N1CCC(c2nc3ccccc3[nH]2)CC1
  -3%	-20%	-6%	-12%	?	-8%
COC(=O)c1c(C)[nH]c(C(=O)CSc2ncnc3sc(-c4ccccc4)cc23)c1C
  -3%	-16%	2%	7%	0%	2%
O=C(c1ccc(COc2ccc(Br)cc2)o1)N1N=C(C(F)F)CC1(O)C(F)F (stereo unspecified)
  -4%	?	1%	1%	16%	4%
Cc1ccccc1-c1nnc(SCC(=O)Nc2ccc(Cl)cc2)n1N
  3%	-12%	1%	26%	30%[activator]	-2%
Cc1cc(C)c2c(c1)SC1=NC(c3ccccc3)(C(F)(F)F)NC(=O)N12 (stereo unspecified)
  -13%	1%	0%	?	51%	4%
CN1CCN(c2ccc(Nc3ccnc4cc(Cl)ccc34)cc2)CC1
  -9%	?	0%	0.026µM*	?	3%
CC(C)c1ccc(NC2CCCN(C(=O)CC3CCCC3)C2)cc1 (stereo unspecified)
  5%	-29%	-3%	?	?	-1%
COc1ccc(C(=O)/C=C(/C)N(C)C)cc1
  -1%	12%	2%	5%	?	-29%
Cc1ccc(NC(=O)CN2CCN(Cc3ccccc3)CC2)cc1
  -11%	-11%	-1%	9%	50%[activator]	9%
O=C(Nc1ccccc1N1CCCC1)C1CCN(S(=O)(=O)c2ccc(F)cc2)CC1
  -9%	24%	.	?	?	-11%
NS(=O)(=O)c1ccc(CCNC(=O)c2ccc(C#CC3(O)CCCCC3)cc2)cc1
  0%	?	3%	0%	13%	-7%
CN(C)c1ccc(/C=C/c2ccc3ccccc3n2)cc1
  ?	?	?	-51%	?	?
CC1(C)C(C=C(Cl)Cl)C1C(=O)N(Cc1cccc(Cl)c1)C1CCS(=O)(=O)C1 (stereo unspecified)
  -3%	18%	-2%	?	?	-23%
c1ccc(-c2cn(C[C@H]3CC[C@@H]([C@@H]4CC[C@H](Cn5cc(-c6ccccc6)nn5)O4)O3)nn2)cc1
  1%	10%	1%	?	?	-1%
O=C(Nc1cc(Cl)ccc1Cl)Nn1cnnc1
  -4%	4%	-2%	26%	?	-5%
O=C(O)CCC(=O)N(Cc1cccs1)Cc1cccs1
  .	4%	-5%	-14%	-10%	0%
COc1cc(CCCN2C(=O)C(=O)NC[C@@H]2CC2CCCCC2)cc(OC)c1OC
  2%	-2%	.	?	?	-7%
CCCOc1ccc(C2NC(=O)CCC2[N+](=O)[O-])cc1 (stereo unspecified)
  0%	12%	-1%	13%	54%[activator]	0%
Cc1cc(C)cc(C(=O)Nc2ccc(N3CCN(C(=O)c4ccco4)CC3)cc2)c1
  6%	?	3%	?	?	7%
Nc1nnc(SCn2nnc3ccccc3c2=O)s1
  2%	6%	2%	30%[activator]	87%[activator]	-2%
Oc1cc2c(cc1CN1CCN(c3ccccc3)CC1)CCC2
  1%	?	4%	1.7µM*	2.6µM*	4%
O=C(CC1c2ccccc2Oc2ccccc21)Nc1ccccc1C(F)(F)F
  5%	22%	0%	-4%	29%	-8%
Cc1cc(C)nc(Oc2ccc([N+](=O)[O-])cc2)n1
  10%	14%	-9%	10%	0%	4%
Cn1c(-c2ccccc2)cnc1SCC(=O)N1CCCCC1
  -3%	7%	-4%	356%[activator]	17%	-5%
Cc1ccccc1-n1c(SCC(=O)N2CCCC2)nnc1-c1ccccn1
  1%	-8%	9%	-18%	16%	-21%
Cc1cc2nc(-c3ccc(SCC(=O)Nc4ccc5c(c4)OCCO5)nc3)[nH]c2cc1C
  0%	-19%	0%	?	2.9µM*	12%
Cc1cc(C)c(NC(=O)CS(=O)CC(=O)Nc2cccnc2)c(C)c1 (stereo unspecified)
  -1%	-4%	3%	-5%	.	2%
CCOc1cc(/C=N/NC(=O)c2cccs2)cc([N+](=O)[O-])c1O
  -1%	12%	-20%	-1%	-28%	6%
O=c1oc(-c2ccccc2NS(=O)(=O)c2ccc3ccccc3c2)nc2ccccc12
  6%	1%	6%	5%	10µM*	-2%
Cc1cc(=O)[nH]c(-n2ncc(C#N)c2N)n1
  -5%	9%	3%	19%	-22%	9%
CC(=O)NC(C)CCc1ccccc1 (stereo unspecified)
  9%	19%	-12%	53%[activator]	22%	-9%

Random excerpt: 5 compounds from above.
Fields – Tb PYK inh	HCV inh	LmPK inh	Pf growth 48h	Pf growth 96h	Sm TGR inh
CC(=O)NC(C)CCc1ccccc1 (stereo unspecified)
  9%	19%	-12%	53%[activator]	22%	-9%
O=C(Nc1cc(Cl)ccc1Cl)Nn1cnnc1
  -4%	4%	-2%	26%	?	-5%
CN1CCN(c2ccc(Nc3ccnc4cc(Cl)ccc34)cc2)CC1
  -9%	?	0%	0.026µM*	?	3%
Cc1cc2nc(-c3ccc(SCC(=O)Nc4ccc5c(c4)OCCO5)nc3)[nH]c2cc1C
  0%	-19%	0%	?	2.9µM*	12%
Cc1ccc(NC(=O)CN2CCN(Cc3ccccc3)CC2)cc1
  -11%	-11%	-1%	9%	50%[activator]	9%

Going on with the list.
Fields – Tb PYK inh	HCV inh	LmPK inh	Pf growth 48h	Pf growth 96h	Sm TGR inh
O=C(NC(c1ccccc1)C(Cl)(Cl)Cl)c1ccccc1 (stereo unspecified)
  4%	-27%	1%	?	-30%	-4%
O=C(O)c1ccc(N/N=C/c2c[nH]c3ccccc23)cc1
  -17%	13%	6%	108%[activator]	?	-16%
O/N=C(/c1ccccc1)c1cc2cc(Br)cc(Br)c2o1
  -5%	-7%	0%	-7%	8%	-1%
CCCCN(CCCNC(=O)Cn1nc(CC)n2c(cc3sc(C)cc32)c1=O)Cc1ccccc1
  -9%	8.9µM*	6%	?	36%[activator]	-20%
O=C(/C=C/c1ccc2c(c1)OCO2)NCCCN1CCOCC1
  -4%	21%	-9%	0%	-13%	0%
CC(OC(=O)Cc1ccccc1[N+](=O)[O-])C(=O)Nc1ccc(Cl)cn1 (stereo unspecified)
  -6%	35%[activator]	.	-16%	24%	0%
O=S(=O)(c1ccc2nc(N3CCN(c4ccccc4)CC3)ccc2c1)N1CCCCC1
  2%&-1%	-11%	-11%	14%	?	-1%&-2%
CC(=O)Nc1ccc(Oc2cnc3ccccc3n2)cc1
  2%	-2%	1%	27%	49%[activator]	-6%
CCN1CCc2c(OCC(=O)Nc3ccc4c(c3)OCCO4)cccc2C1=O
  .	.	3%	-40%[1.15 µM]	6.6µM*	3%
C[N+]1(CCC(C(N)=O)(c2ccccc2)c2ccccc2)CCCCC1
  2%	.	.	?	?	.
CC(C)(C)OC(=O)N1CCC(CNC(=O)c2cccs2)CC1
  -10%	17%	1%	-5%	-7%	6%

Complete entries, quoted from the list. Screens in order: Tb PYK inh	HCV inh	LmPK inh	Pf growth 48h	Pf growth 96h	Sm TGR inh
Listed for `CCCCN(CCCNC(=O)Cn1nc(CC)n2c(cc3sc(C)cc32)c1=O)Cc1ccccc1` → -9%	8.9µM*	6%	?	36%[activator]	-20%
Listed for `O=C(NC(c1ccccc1)C(Cl)(Cl)Cl)c1ccccc1` (stereo unspecified) → 4%	-27%	1%	?	-30%	-4%
